Source: PubChem (National Center for Advancing Translational Sciences (NCATS))
TGFb inhibitor: inhibitors of TGF-b signaling; HepG2 CAGA-GFP TGF-b/SMAD3 reporter, GFP fluorescence, 18 h; TGF-beta stimulated, 500 pg/mL final; Potency, µM (series often up to 46.1 µM), without a hit: top-dose activity, negative = inhibition, hits mostly inhibitors; 410,000 compounds, 1.2% hits; AID 588855; note: potency is the fitted concentration of half-maximal effect; % is set by controls: 0 for no effect and ±100 for the full control effect; nearly all actives have a fitted effect of over 65% in size
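Using HEPG2 CAGA-GFP reporter cells at 1000 cells/well, we pinned test compounds, stimulated with recombinant TGF-beta (500 pg/mL final) and measured total well GFP after 18 h.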
Nrf2 inh: Nrf2 pathway inhibition; 360,000 compounds, 2.1% hits; A549 ARE-Fluc reporter, luciferase luminescence, 18-24 h; Potency, µM (top dose mostly 46 µM), for inactives: top-dose activity change, negative = inhibition, actives largely listed as inhibitors; note: potency is the fitted concentration of half-maximal effect; % is set by controls: 0 for no effect and ±100 for the full control effect; nearly all actives have a fitted effect of over 60% in size
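Quantitative HTS in A549 cells stably bearing an antioxidant response element-firefly luciferase construct. Inhibition of Nrf2-driven transcription was scored by luminescence after 18-24 h of compound exposure at 37 °C.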
Nrf2 ARE act: activates Nrf2 signaling | AREc32 ARE-luciferase reporter (MCF7-derived line), luminescence, 24 h | Potency, µM (titrated, usually from 46.1 µM), inactives show top-dose activation, hits mostly activators | 410,000 compounds, 0.31% hits; note: potency is the fitted concentration of half-maximal effect; % of control where 0% means no effect; nearly all actives have a fitted effect of over 65% in size
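Luminescent ARE reporter assay in AREc32_Fluc cells: overnight plating at 37 deg C, 24 hr compound incubation, Steady-Glo added, 30 min RT before reading.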
S2 tox: reduces viability in counter-screen for ATXN expression inhibitors | S2 cells (HEK-293 line with an ATXN2-luciferase reporter) viability, CellTiter-Fluor protease fluorescence, 24 h | 400,000 compounds, 0.49% hits | Potency, µM (doses to about 56.7 µM), hits mostly cytotoxic; note: potency is the fitted concentration of half-maximal effect; nearly all actives have a fitted effect of over 40% in size
ATXN2 expr inh: ATXN2 expression inhibition; HEK-293 ATXN2-luciferase reporter, luminescence, 24 h; Potency, µM (highest dose often 57 µM), inactives show at the highest dose activity change, negative = inhibition, most hits filed as inhibitors; 360,000 compounds, 0.72% hits; AID 1745845; note: potency is the fitted concentration of half-maximal effect; % is set by controls: 0 for no effect and ±100 for the full control effect; nearly all actives have a fitted effect of over 55% in size
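qHTS (up to 57 uM final) was run with 24 h compound exposure of reporter cells at 37 °C. Each well was multiplexed: SteadyGlo luminescence measured ATXN2-luciferase expression after a fluorogenic Gly-Phe-AFC viability readout (25 uM final).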
IL2 activator: activates IL-2 in a cell-based reporter assay | IL-2 activation reporter assay, cell-based qHTS; stimulated with anti-CD3/CD4/CD28 beads; in transgenic mouse T cells | activation, % (series mostly up to about 46 µM) | 360,000 compounds, 0.065% hits | AID 652025; in the data active = activation above about 50%; inconclusive = mostly about 30% to 49%; note: 0% is about no effect
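First, unstimulated transgenic mouse T cells were exposed to compound for 60 min. Next, anti-CD3/anti-CD4-coated beads with anti-CD28 were added. Finally, after 18 h at 37 degrees C, EGFP and DsRed were imaged.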
HepG2 tox: kills HepG2 cells in TGF-b inhibitor counter-screen. HepG2 CAGA-GFP viability, ATP luminescence, 18 h. 410,000 compounds, 0.76% hits. AID 588856. Potency, µM (doses to about 46.1 µM), for the others: top-dose activity change, negative = cytotoxicity, most hits filed as cytotoxic; note: potency is the fitted concentration of half-maximal effect; some results filed as inactive show a strong effect at the top dose
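HepG2 CAGA-GFP cells (1000/well, DMEM with 1% FBS) received compound, then TGF-beta at 500 pg/mL final, and were incubated 18 hours at 37 degrees C. Viability was read by CellTiter-Glo luminescence. Media-only wells were set as complete cell-killing and DMSO as no toxicity.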
EPAC2 agonist: EPAC2 (human) agonism; Q8WZA2; EPAC2 activation, biochemical qHTS; response scale: 100% = 6.5 mM cAMP response; Potency, µM (titrated, usually from 154 µM), for inactives: top-dose activation, most hits filed as activators; 360,000 compounds, 0.079% hits; AID 720711; note: potency is the fitted concentration of half-maximal effect; nearly all actives have a fitted effect of over 50% in size
Target sequence (Q8WZA2 whole entry, looked up): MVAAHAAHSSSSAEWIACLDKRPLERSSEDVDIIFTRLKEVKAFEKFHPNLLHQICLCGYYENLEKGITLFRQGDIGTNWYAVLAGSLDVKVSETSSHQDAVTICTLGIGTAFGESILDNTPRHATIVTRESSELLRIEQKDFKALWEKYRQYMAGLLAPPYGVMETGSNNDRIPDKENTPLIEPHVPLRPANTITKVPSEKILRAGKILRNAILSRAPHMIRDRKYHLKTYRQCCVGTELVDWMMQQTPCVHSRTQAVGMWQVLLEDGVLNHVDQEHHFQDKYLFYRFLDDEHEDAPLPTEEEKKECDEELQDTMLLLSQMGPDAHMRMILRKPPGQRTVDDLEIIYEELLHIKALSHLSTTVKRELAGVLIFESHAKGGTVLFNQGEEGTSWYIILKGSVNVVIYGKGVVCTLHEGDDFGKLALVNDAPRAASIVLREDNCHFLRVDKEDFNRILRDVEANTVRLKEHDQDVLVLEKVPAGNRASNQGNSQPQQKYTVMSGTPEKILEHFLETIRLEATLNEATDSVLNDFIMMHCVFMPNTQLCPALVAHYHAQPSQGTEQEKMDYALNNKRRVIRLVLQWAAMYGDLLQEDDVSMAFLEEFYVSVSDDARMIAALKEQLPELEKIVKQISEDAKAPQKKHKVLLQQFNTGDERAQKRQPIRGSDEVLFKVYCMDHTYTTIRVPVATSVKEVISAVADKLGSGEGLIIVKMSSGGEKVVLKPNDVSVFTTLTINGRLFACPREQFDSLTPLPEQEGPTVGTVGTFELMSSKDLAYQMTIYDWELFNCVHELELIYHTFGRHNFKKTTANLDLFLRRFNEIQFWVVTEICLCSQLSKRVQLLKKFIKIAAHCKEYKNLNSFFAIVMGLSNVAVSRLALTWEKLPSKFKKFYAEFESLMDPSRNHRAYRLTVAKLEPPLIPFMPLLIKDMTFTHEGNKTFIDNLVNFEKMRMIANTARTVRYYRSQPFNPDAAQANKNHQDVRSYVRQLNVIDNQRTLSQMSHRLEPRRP
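Setup: EPAC2 100 nM, labeled Rap1B complex 250 nM, free GDP 50 uM. Compound titrations pinned in, brief spin, 5 min room temperature incubation. Kinetic fluorescence read over 30 min, normalized to 6.5 mM cAMP.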
A549 tox: A549 cytotoxicity, counter-screen for Nrf2 inhibitors | A549 ARE-Fluc cells, CellTiter-Fluor viability, 18-24 h | 390,000 compounds, 0.16% hits | AID 504648 | Potency, µM (top dose mostly 46 µM), inactives show at the top dose activity change, negative = cytotoxicity, actives largely listed as inhibitors; note: potency is the fitted concentration of half-maximal effect; % is set by controls: 0 for no effect and ±100 for the full control effect
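Cytotoxicity counterscreen: CellTiter-Fluor fluorescence was measured in A549 ARE_Fluc cells after 18-24 h of compound exposure in a concentration series. The subsequent BugLite luminescent read reports ARE-luciferase activity.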
The depositor's hits bear a star; i = inactive; ? = inconclusive; / = no result given; [ ] = another dose, or the depositor's remark. Unless noted, calls come from the whole dose curve; as a rule, active = well fitted curve in the direction sought with a large enough effect; inconclusive = small, poorly fitted or top-dose-only effect, or another doubt; inactive = no such curve, though single readings can be large; an effect the other way counts as inactive or inconclusive.

SMILES	TGFb inhibitor	Nrf2 inh	Nrf2 ARE act	S2 tox	ATXN2 expr inh	IL2 activator	HepG2 tox	EPAC2 agonist	A549 tox
COc1ccc(NC(C)=O)cc1C#N	3%	4%	-0.4%	i	-6%	-3.3	3%	5%	0%
O=C(Nc1ccccc1Br)C1CCC(=O)N1Cc1ccccc1Cl (configuration not stated)	-14%	7%	-0.3%	i	5%	0.0	5%	-1%	0%
C=CCNC(=O)COC(=O)c1ccccc1C(=O)N(C)C1CCCCC1	-12%	14%	-0.6%	i	7%	-0.4	-25%	6%	6%
CSc1ncccc1C(=O)NCC(=O)Nc1ccc(F)c(F)c1	0%	-9%	5.3%	i	3%	0.1	-28%	-5%	-2%
CC(C)[C@H](/C=C/C[Si](C)(C)C)[C@H](C)C(O)/C=C/CCCOC(=O)C(C)(C)C (some centres not stated)	4%	19%	/	/	/	/	-3%	/	7%
COc1ccc(NC2CCCN(C(=O)c3csc(C)n3)C2)cc1 (configuration not stated)	-2%	-4%	-0.5%	i	-9%	3.4	-31%	7%	4%
O=C(Cn1cc(S(=O)(=O)Cc2ccccc2Cl)c2ccccc21)NCCc1ccccc1	0%	-15%	3.9%	/	/	/	-24%	/	-3%
CCC1Oc2ccccc2N(CC(=O)N2CCOCC2)C1=O (configuration not stated)	1%	0%	-1.2%	i	-4%	1.2	6%	-2%	1%
Oc1ccccc1N1CCN(CC(O)COCc2ccccc2Cl)CC1 (configuration not stated)	4%	3%	-0.2%	i	/	-2.4	-62%	9%	1%
Cc1cc(NC(=O)c2cc(-c3cccs3)on2)no1	-2%	-20%	2.4%	i	17%	-0.9	-31%	-1%	2%
Cc1ccc(-n2cc(-c3ccccc3)c3c(N4CCCCC4)ncnc32)cc1	-6%	/	0.3%	/	/	/	-34%	/	11%
COc1ccccc1N(C)S(=O)(=O)c1ccc(C(=O)OCC(N)=O)cc1	7%	1%	-0.6%	i	-14%	-0.8	8%	0%	3%
CCOC(=O)C1(C)CCN1C(=O)Cc1ccc(OC)cc1 (configuration not stated)	-8%	/	-0.3%[9.22 µM]	i	-2%	0.1	-28%	4%	/
COc1ccc(C(=O)NCC(=O)OCC(=O)Nc2c(C)n(C)n(-c3ccccc3)c2=O)cc1	0%	7%	2.8%	?	6%	0.4	-22%	4%	4%
O=C(c1cn(-c2ccccc2)nc1-c1ccccc1)n1nnc2ccccc21	0%	2%	0.6%	i	-1%	0.6	-25%	9%	5%
CCOC(=O)C1CCN(C(=O)C(=O)N2CCC(C(=O)OCC)CC2)CC1	13%	-7%	0.1%	i	6%	0.2	14%	7%	-7%
COC(=O)c1cc(NC(=O)CSc2nc(C)cc(=O)[nH]2)cc(C(=O)OC)c1	-12%	-8%	-0.4%	i	-2%	-0.3	1%	-4%	2%
O=C(CSc1nc2ccccc2c(=O)[nH]1)N1CCCCCC1	?	-14%	6.7%	i	82%[activator]	0.0	-10%	6%	2%
COc1cc(OC)c(OC)cc1CN1CCN(Cc2ccc(SC)cc2)CC1	?	-13%	0.7%	i	/	-0.2	-37%	13%	1%
Cc1nc(Nc2ccccc2)c2oc3ccc(Cl)cc3c2n1	?	8%	4.6%	i	7%	-0.3	-40%	8%	1%
CCNC(=O)NC(=O)COc1ccccc1C#N	12%	25%	0.4%	i	43%[activator]	0.8	-19%	-7%	-2%
COc1ccc2c(c1)N(S(=O)(=O)c1ccccc1)CCC2=O	0%	-1%	-1.1%	i	2%	-0.6	14%	6%	-6%
CCc1ccccc1NC(=O)CSc1nnc([C@@H]2CCCN2C(=O)OC(C)(C)C)o1	3%	?	?	?	-9%	-0.5	1%	0%	-12%
COc1ccc2c(c1)[C@H]1[C@H](CO2)[C@H](c2ccccc2)[C@]2(C)C(=O)Nc3ccc(F)cc3C(=O)N12	2%	?	6.6%	i	-3%	-0.2	-5%	-4%	-6%
Cc1ccc(C)c(S(=O)(=O)N2CCCOC2CNC(=O)C(=O)NC2CC2)c1 (configuration not stated)	21%	-4%	-0.1%	?	-2%	-4.9	12%	-6%	-5%
COc1ccc(OC)c(NC(=O)Cn2cnc3c(oc4ccccc43)c2=O)c1	6%	-10%	9.5%	?	17%	/	6%	/	-16%
COc1ccc(CNC(=O)COC(=O)Cc2ccc(Cl)cc2Cl)cc1	-13%	11%	-0.2%	i	/	-3.9	-5%	16%	0%
CC(C)(C)c1ccc(C(=O)NNc2cc(N3CCOCC3)nc(N3CCOCC3)n2)cc1	-27%	-10%	0.0%	i	-21%	2.2	-34%	-6%	0%
CCCCNC(=S)N1CCN(C(c2ccccc2)c2ccccc2)CC1	8%	-21%	2.5%	i	6%	2.2	1%	9%	-19%
NC(=O)C1CCCN(Cc2c(C(=O)N3CCc4ccccc4C3)nc3ccc(Cl)cn23)C1 (configuration not stated)	-5%	-3%	1.5%	i	-18%	-0.6	-7%	15%	2%
Cc1csc(=N)n1-c1ccc(Cl)cc1	-2%	27%	5.0%	i	44%[activator]	-3.4	-34%	13%	-11%
O=C1NC[C@@H](CCCCN2C[C@H](Cc3ccccc3)N(CCC3CCCCC3)C(=O)C2=O)N(CC2CCCCC2)C1=O	/	/	-0.7%	i	18%	1.7	/	-1%	/
CN(C)CCCNC(=O)c1cc(Br)ccc1Cl	-2%	10%	0.3%	i	3%	-0.3	-11%	11%	16%
CC(=O)N1c2ccccc2NC2=C(C(=O)CC(C)(C)C2)C1c1cccn1C (configuration not stated)	0%	6%	0.3%	i	-21%	0.6	-24%	7%	4%
Cc1ccc(S(=O)(=O)N2CCOCC2)cc1C(=O)NC1CCCCCC1	10%	-1%	-0.1%	i	-21%	0.0	1%	4%	1%
CN(CC(=O)NCc1ccc(Cl)cc1)S(=O)(=O)c1cccs1	1%	-3%	0.2%	i	-4%	0.5	-3%	7%	3%
Cc1nn2c(nc1=O)NNC2(C)C(C)(C)C (configuration not stated)	-20%	-1%	0.0%	i	-13%	0.6	-50%	-6%	0%
Cc1ccc2c(c1)c1nc3ccccc3nc1n2C	33%[activator]	16%	16%	i	/	?	-17%	3%	-3%
Cc1ccc(N2C(=O)CC(Cn3nc(C)cc3C)C2=O)cc1 (configuration not stated)	?	-1%	-0.7%	i	-8%	-0.1	2%	1%	1%
CCn1c(COc2ccccc2)nnc1SCC(=O)NC1CC1	-22%	2%	0.0%	i	4%	-4.1	5%	13%	12%

A second format for 6 compounds above.
Below each SMILES – TGFb inhibitor | Nrf2 inh | Nrf2 ARE act | S2 tox | ATXN2 expr inh | IL2 activator | HepG2 tox | EPAC2 agonist | A549 tox
> O=C(Cn1cc(S(=O)(=O)Cc2ccccc2Cl)c2ccccc21)NCCc1ccccc1
→ 0% | -15% | 3.9% | / | / | / | -24% | / | -3%
> COc1ccc(OC)c(NC(=O)Cn2cnc3c(oc4ccccc43)c2=O)c1
→ 6% | -10% | 9.5% | ? | 17% | / | 6% | / | -16%
> COc1ccc(NC2CCCN(C(=O)c3csc(C)n3)C2)cc1 (configuration not stated)
→ -2% | -4% | -0.5% | i | -9% | 3.4 | -31% | 7% | 4%
> CCNC(=O)NC(=O)COc1ccccc1C#N
→ 12% | 25% | 0.4% | i | 43%[activator] | 0.8 | -19% | -7% | -2%
> Cc1csc(=N)n1-c1ccc(Cl)cc1
→ -2% | 27% | 5.0% | i | 44%[activator] | -3.4 | -34% | 13% | -11%
> CSc1ncccc1C(=O)NCC(=O)Nc1ccc(F)c(F)c1
→ 0% | -9% | 5.3% | i | 3% | 0.1 | -28% | -5% | -2%

Following part
SMILES	TGFb inhibitor	Nrf2 inh	Nrf2 ARE act	S2 tox	ATXN2 expr inh	IL2 activator	HepG2 tox	EPAC2 agonist	A549 tox
CC(=O)Nc1cc(NC(C)=O)cc(C(=O)OCC(=O)N(c2ccccc2)C2CCS(=O)(=O)C2)c1 (configuration not stated)	2%	9%	0.0%	i	/	0.1	1%	-7%	-2%
NC(=O)CSc1nc(-c2ccccc2Cl)ns1	-6%	?	16%	i	33%[activator]	0.5	-2%	1%	0%
COc1ccc(NC(=O)c2sc(NC(=O)C3CC3)nc2C)cc1	-6%	-1%	0.1%	i	-1%	0.6	-52%	13%	0%
c1ccc(-c2[nH]ncc2-c2nc3ccccc3[nH]2)cc1	-5%	1%	-0.3%	i	-1%	-2.6	-2%	10%	3%
Cc1nc2ccccc2c(=O)n1N(c1ccccc1)c1ccccc1	10%	?	0.1%	i	-11%	-0.2	-2%	11%	-2%
O=C(O)c1ccc(-c2ccccc2C(F)(F)F)o1	-12%	-7%	0.1%	i	-10%	-0.4	7%	8%	-10%[1.84 µM]
Cc1cccc(N2CCN(C(=O)c3ccc4c(Cl)c5c(nc4c3)CCCC5)CC2C)c1 (configuration not stated)	-18%	6%	-1.3%	?	-9%	/	-2%	/	1%
O=C(NCCCc1ccncc1)C1CCC(=O)N(Cc2cccc(C(F)(F)F)c2)C1 (configuration not stated)	-28%	-9%	-1.0%	i	4%	-2.4	0%	10%	-4%
CSc1ccccc1NC(=O)c1noc2c1CCC2	9%	/	4.8%	i	76%[activator]	-1.3	-9%	-8%	1%
Cn1nc(C(C)(C)C)cc1C(=O)N1CCCC(C)(C(=O)NS(=O)(=O)C2CC2)C1 (configuration not stated)	26%	/	-0.4%	i	7%	0.8	3%	-1%	/
O=S(=O)(NCc1nnc2c(C(F)(F)F)cc(Cl)cn12)c1ccccc1	1%	7%	-1.2%	i	/	-0.1	-1%	5%	-2%
COc1cccc(CNC(=O)c2ccc(N3CCOCC3)c([N+](=O)[O-])c2)c1	4%	-7%	1.6%	i	1%	-0.4	1%	3%	0%
CC1(C(=O)NS(=O)(=O)c2ccc(Cl)cc2)CCN1C(=O)CC1CC1 (configuration not stated)	?	/	0.1%	i	12%	2.4	-6%	-1%	/
